# Menin MLL FP TR: displaces Texas Red mutant MLL peptide from human menin; AID 1768; Potency, µM (highest dose often 61.6 µM), inactives show at the highest dose FP activity change, negative = inhibition, hits mostly inhibitors; O00255; Menin + Texas Red MLL mutant peptide, fluorescence polarization; 270,000 compounds, 0.23% hits; active means well fitted inhibition curve with a large enough effect in the polarisation, with a control signal flat, not every such curve was filed as active; inconclusive means small, poorly fitted or top-dose-only effect, or effect the other way, or a change in a side signal; inactive means no such curve, though single readings can be large or run the other way; the % refers to the polarisation; further: potency means the concentration at half of the fitted maximal effect; % of control where 0% means no effect; many of its hits are not listed in these tables
# KCNH2 WT inh: KCNH2 (human, wildtype) channel inhibition; Q12809; U2OS, BacMam KCNH2, thallium flux FluxOr; hits give low values; activity change, % at 1.84 µM; 340,000 compounds, 0.37% hits;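 active means maximum activity change below -70%; inconclusive means maximum activity change between -70% and -50%; inactive means maximum activity change above -50%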; further: on the % scale 0 is the no-effect control and ±100 the full control effect
#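 U2OS cells transduced with wild-type KCNH2 virus are loaded with FluxOr dye for 45 min, and thallium flux is measured in kinetic reads before and after stimulation buffer. Rate constants are normalized to DMSO controls.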
# USP2a block: USP2a (human) protease inhibition. O75604. Potency, µM (highest dose often 38.3 µM), inactives show at the top dose activity change, negative = inhibition, most hits filed as inhibitors. USP2 core, Ub-CHOP2 coupled fluorogenic reporter, 485/531. 330,000 compounds, 0.01% hits;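 further: potency means the concentration at half of the fitted maximal effect; plate controls were DMSO wells for no effect and full inhibition by NEM control for full effect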
# Target sequence (O75604 whole entry, looked up): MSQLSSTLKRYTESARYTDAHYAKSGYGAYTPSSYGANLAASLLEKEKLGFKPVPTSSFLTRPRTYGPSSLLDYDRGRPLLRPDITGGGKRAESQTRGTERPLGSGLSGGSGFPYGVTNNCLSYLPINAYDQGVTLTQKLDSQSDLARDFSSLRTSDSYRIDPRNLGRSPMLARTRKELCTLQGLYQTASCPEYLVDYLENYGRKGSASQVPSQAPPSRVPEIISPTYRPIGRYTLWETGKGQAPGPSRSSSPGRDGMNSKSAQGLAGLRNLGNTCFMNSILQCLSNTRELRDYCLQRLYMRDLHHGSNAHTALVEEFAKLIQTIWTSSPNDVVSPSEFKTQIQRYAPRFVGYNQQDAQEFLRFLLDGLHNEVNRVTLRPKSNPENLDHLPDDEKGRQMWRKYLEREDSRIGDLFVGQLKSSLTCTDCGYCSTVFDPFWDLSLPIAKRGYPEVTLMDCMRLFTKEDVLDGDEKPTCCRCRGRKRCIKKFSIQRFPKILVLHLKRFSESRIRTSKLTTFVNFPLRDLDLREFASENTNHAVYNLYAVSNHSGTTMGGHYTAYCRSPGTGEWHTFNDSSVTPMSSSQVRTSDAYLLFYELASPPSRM
#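 Cell-free coupled assay: 10nM USP2 core preincubated 30min RT with compound in Tris-HCl pH 8.0/CaCl2/CHAPS buffer, then 25nM Ub-CHOP2 and 25nM reporter substrate; fluorescence (Ex 485/Em 531) read after 60min RT, normalized to NEM inhibition, concentration-response curves fitted.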
# ASM inhibitor: inhibitors of human secretory acid sphingomyelinase; placental ASM, HMU-PC fluorogenic substrate, 60 min; Potency, µM (series often up to 57.5 µM), inactives show at the top dose activity change, negative = inhibition, actives largely listed as inhibitors; 340,000 compounds, 0.006% hits; AID 504937; further: potency means the concentration at half of the fitted maximal effect
#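 Human placenta-derived ASM preincubated with compound 10 min at room temperature, then reacted with 9 uM (final) fluorogenic HMU-PC substrate for 60 min at 37 C. Stop solution raises pH to 10; fluorescence read at Ex 386/Em 447 nm.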
# Mito fusion yeast: blocks mitochondrial division or promotes mitochondrial fusion; S. cerevisiae fusion-defective mutant growth rescue, CellTiterGlo 48 h; Potency, µM (top dose mostly 46.1 µM), inactives show at the highest dose growth rescue (activation), usual class: activators; 320,000 compounds, 0.23% hits;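 further: potency means the concentration at half of the fitted maximal effect; % of control where 0% means no effect; nearly all actives have a fitted effect of over 45% in size; temperature-sensitive fusion mutants such as fzo1-1 at 37 °C on non-fermentable ethanol glycerol medium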
#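 Compounds are tested for their ability to restore growth of mitochondrial fusion-defective yeast strains at non-permissive 37C in YPEG medium over 48 hours. Viability is quantified by luciferase luminescence.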
# Eya2 phos inh: blocks the phosphatase activity of human Eya2. O00167. recombinant Eya2, OMFP fluorescence dephosphorylation (OMFP is methylfluorescein phosphate). Potency, µM (titrated, usually from 76.9 µM), inactives show at the highest dose activity, negative = inhibition, actives largely listed as inhibitors. 330,000 compounds, 0.006% hits. AID 488837; further: potency means the concentration at half of the fitted maximal effect; on the % scale 0 is the no-effect control and ±100 the full control effect
#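 Eya2 protein (added as 0.2 uM solution) was preincubated with compound for 10 min at ambient temperature in 50 mM HEPES pH 7.5, 50 mM NaCl, 5 uM MgCl2, 0.05% BSA, 1 mM DTT. OMFP (added at 50 uM) then reacted 10 min; fluorescence read at 485/525 nm.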
# GALK inh: blocks human galactokinase activity | Potency, µM (doses to about 57.5 µM), inactives show at the top dose activity change, negative = inhibition, actives largely listed as inhibitors | 270,000 compounds, 0.007% hits | P51570 | Purified GALK, Kinase-Glo residual ATP luminescence; further: potency means the concentration at half of the fitted maximal effect; on the % scale 0 is the no-effect control and ±100 the full control effect
# Target sequence (P51570 whole entry, looked up): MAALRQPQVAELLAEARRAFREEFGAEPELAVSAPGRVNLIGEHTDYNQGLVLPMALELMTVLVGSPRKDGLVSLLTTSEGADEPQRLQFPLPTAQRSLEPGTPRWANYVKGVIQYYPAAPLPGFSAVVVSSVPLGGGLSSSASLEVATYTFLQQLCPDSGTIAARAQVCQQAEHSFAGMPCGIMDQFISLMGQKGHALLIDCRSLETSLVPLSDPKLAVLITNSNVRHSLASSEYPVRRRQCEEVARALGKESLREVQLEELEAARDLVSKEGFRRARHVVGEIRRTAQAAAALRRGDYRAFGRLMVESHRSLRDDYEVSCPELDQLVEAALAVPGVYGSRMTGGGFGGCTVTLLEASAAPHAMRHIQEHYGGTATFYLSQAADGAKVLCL
#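 GALK at 5 nM final was combined with compound, 35 uM ATP and 100 uM galactose in HEPES pH8.0 with MgCl2 and DTT. The reaction ran one hour at room temperature before luminescent ATP detection.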
# PKM2 act: activators of human pyruvate kinase M2 | P14618 | purified PKM2, Kinase-Glo ATP luminescence, activation; response scale: 0% is enzyme alone, no compound | Potency, µM (titrated, usually from 57.5 µM), for the others: at the highest dose activation, usual class: activators | 260,000 compounds, 0.34% hits | AID 1631; further: potency means the concentration at half of the fitted maximal effect; on the % scale 0 is the no-effect control and ±100 the full control effect; nearly all actives have a fitted effect of over 55% in size
#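 Kinase-Glo luminescence reports ATP generated from ADP (0.1 mM) and PEP (0.5 mM) by purified hPK-M2 after 1 h at room temperature, pH 7.2 imidazole buffer; intermediate enzyme activity allows detecting inhibitors and activators.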
# Chronic BCR inh: chronic active BCR signaling inhibition | ABC-DLBCL IkBa-CBG/CBR reporter, luminescence ratio, 4 h | Potency, µM (top dose mostly 46.1 µM), for inactives: at the top dose ratio change, negative = lower green/red ratio, most hits filed as inhibitors | 340,000 compounds, 0.05% hits; active means well fitted inhibition curve with a large enough effect in the signal ratio, with a control signal flat, not every such curve was filed as active; inconclusive means small, poorly fitted or top-dose-only effect, or effect the other way, or a change in a side signal; the % refers to the signal ratio;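 further: potency means the concentration at half of the fitted maximal effect; plate controls were basal doxycycline-induced cells for no effect and cells given 10 µM MG132 for full effect; MG132 reads +100%, hits lower the ratio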
#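 Concentration-response series (up to 46 uM) were applied to TMD8 dual-reporter cells for 4 h at 37C with doxycycline. Green/red ratio, after filter-overlap correction, defined %Activity; red signal alone was normalised to basal cells and zero luminescence.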
# TSHR antagonist: human thyrotropin receptor antagonism; P16473; TSHR-expressing cells, TSH-stimulated cAMP HTRF, 2 h; hits give low values; activity change, negative = inhibition, % at 11.5 µM; 330,000 compounds, 0.2% hits;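 active means activity change below a set negative limit, meaning inhibition stronger than a set level, cut at about -70% in these data; inconclusive means activity change between two set negative limits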; further: on the % scale 0 is the no-effect control and ±100 the full control effect
#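 TSHR-expressing cells were treated with compounds, then stimulated with TSH at EC80 (4nM final) for 2 hours at 37 deg C. Cellular cAMP was measured by HTRF competition between lysate cAMP and cAMP-d2 for a cryptate-labelled anti-cAMP antibody.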
# MBNL1 CUG block: MBNL1-poly(CUG) RNA binding inhibition; Q9NR56; TR-FRET MBNL1-His/biotin-(CUG)12 binding, 665/545 ratio; Potency, µM (top dose mostly 57.5 µM), inactives show top-dose activity change, negative = inhibition, usual class: inhibitors; 280,000 compounds, 0.036% hits; active means well fitted inhibition curve with a large enough effect in the signal ratio, with a control signal flat, not every such curve was filed as active; inconclusive means small, poorly fitted or top-dose-only effect, or effect the other way, or a change in a side signal; inactive means no such curve, though single readings can be large or run the other way; the % refers to the signal ratio; further: potency means the concentration at half of the fitted maximal effect; on the % scale 0 is the no-effect control and ±100 the full control effect
#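 His-tagged MBNL1 binding to biotinylated (CUG)12 RNA was measured by TR-FRET using terbium anti-His antibody (0.055 ng/ul final) and streptavidin-XL665 (5 nM final). Compounds were titrated 92 nM to 58 uM; 60 min at room temperature.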
# The depositor's hits bear a star; i = inactive; ? = inconclusive; / = no result given; & = joins results of further samples; [ ] = dose if it differs, or a comment. Unless noted, the call rests on the fitted dose curve; in most records, active means well fitted curve in the direction sought with a large enough effect; inconclusive means small, poorly fitted or top-dose-only effect, or another doubt; inactive means no such curve, though single readings can be large; an effect the other way counts as inactive or inconclusive.
SMILES,Menin MLL FP TR,KCNH2 WT inh,USP2a block,ASM inhibitor,Mito fusion yeast,Eya2 phos inh,GALK inh,PKM2 act,Chronic BCR inh,TSHR antagonist,MBNL1 CUG block
Fc1ccccc1CSc1ncn[nH]1,-12%,8,-2%,7%,-1%,-21%,-4%,-6%,-9%,-1,-9%
COC(=O)CCCCCN1C(=O)NC(c2ccccc2)C(C(=O)OCc2ccccc2)=C1C (configuration not stated),?,2,-3%,-8%,-2%,5%,/,1%&1%,?,-2,29%
CCc1c(C)c2ccc(OC3CCCCC3=O)cc2oc1=O (configuration not stated),-28%,3,-1%,0%,8%,7%,0%,/,-3%,8,1%
CCn1cc(C(=O)NCc2ccc(C)o2)c2cc(OC)c(OC)cc2c1=O,-1%,9,0%,-1%,-3%,-24%,1%,14µM*,2%,-2,-2%
O=C(C[n+]1ccccc1)Nc1cc(C(F)(F)F)ccc1Cl,-6%,18,3%,0%,-1%,-1%,1%,-10%,-2%,27,/
CCCC(=O)N1CCN(c2ccc(NC(=O)c3ccco3)cc2)CC1,-1%,2,0%,1%,-1%,-28%,-3%,-1%,5%,-9,-3%
O=[N+]([O-])c1ccccc1NCc1c(O)ccc2ccccc12,30%[activator],8,7%,?,-4%,?,-5%,6%,-5%,-7,?
CN(c1ccc(C(=O)N2CCOCC2)cc1[N+](=O)[O-])C1CCCCC1,-15%,-48,-6%,-2%,4%,7%,-1%,-3%,0%,-2,?
O=C(COC(=O)COc1ccccc1)Nc1ccc2c(c1)OCCO2,/,2,-1%,-2%,/,-2%,/,/,-1%,13,/
COC(=O)c1cc(CNC(=O)c2ccc(O)c(Cl)c2)ccc1OC,-10%,-8,0%,0%,-1%,7%,1%,7%,1%,4,-8%
Cc1ccc(NS(=O)(=O)c2ccc3[nH]c(=O)[nH]c3c2)c(C)c1,14%,i,-1%,1%,-3%,-4%,-2%,13%,0%,-7,0%
CCn1c(C)[n+](CCOCC[n+]2c(C)n(CC)c3cc(Cl)c(Cl)cc32)c2cc(Cl)c(Cl)cc21,-12%,-7,1%,2%,-4%,-5%,1%,-2%,?,10,-4%
O=C(OCc1nc2ccccc2s1)c1cccc(N2C(=O)CCC2=O)c1,-9%,-1,0%,-1%,-6%,10%,1%,1%,-2%,-1,-4%
O=c1[nH]c(-c2ccccc2O)nc2c1CCCC2,11%,-3,-2%,87%[activator],0%,14%,9%,0%,4%,-7,15%
Cc1cc(C)cc(OCC(=O)NNC(=O)CCC(=O)NCc2ccccc2)c1,-1%,-2,-2%,5%,-1%,4%,0%,8%,-2%,-13,4%
COC(=O)c1cc(S(=O)(=O)N2CCN(c3ccc(F)cc3)CC2)c[nH]1,18%,-1,2%,2%,0%,1%,1%,0%[0.46 µM],2%,10,-5%
CCOc1ccc(/C=N/Nc2nc(N3CCCC3)nc(N3CCCC3)n2)cc1OC,-22%,2,1%,-5%,-6%,11%,-1%,-7%,-1%,8,11%
CCc1ccc(N2CC(C)Cn3c2nc2c3c(=O)[nH]c(=O)n2C)cc1 (configuration not stated),-16%,2,6%,-6%,4%,-11%,4%,/,0%,5,-3%
Cc1ccc(S(=O)(=O)N2CCN(C(=O)c3ccc(Cl)nc3)CC2)cc1,2%,-1,1%,2%,1%,5%,1%,6%,0%,-6,-2%
COc1ccccc1-c1nc(C#N)c(NCc2ccc(F)cc2)o1,29%,2,0%,-6%,24%,-22%,-3%,8%,-2%,1,3%

# Structures listed so far containing fluorine, in the order listed:
SMILES,Menin MLL FP TR,KCNH2 WT inh,USP2a block,ASM inhibitor,Mito fusion yeast,Eya2 phos inh,GALK inh,PKM2 act,Chronic BCR inh,TSHR antagonist,MBNL1 CUG block
Fc1ccccc1CSc1ncn[nH]1,-12%,8,-2%,7%,-1%,-21%,-4%,-6%,-9%,-1,-9%
O=C(C[n+]1ccccc1)Nc1cc(C(F)(F)F)ccc1Cl,-6%,18,3%,0%,-1%,-1%,1%,-10%,-2%,27,/
COC(=O)c1cc(S(=O)(=O)N2CCN(c3ccc(F)cc3)CC2)c[nH]1,18%,-1,2%,2%,0%,1%,1%,0%[0.46 µM],2%,10,-5%
COc1ccccc1-c1nc(C#N)c(NCc2ccc(F)cc2)o1,29%,2,0%,-6%,24%,-22%,-3%,8%,-2%,1,3%

# (list continues)
SMILES,Menin MLL FP TR,KCNH2 WT inh,USP2a block,ASM inhibitor,Mito fusion yeast,Eya2 phos inh,GALK inh,PKM2 act,Chronic BCR inh,TSHR antagonist,MBNL1 CUG block
CCC(C)(c1nnnn1-c1c(C)cccc1C)N(N=O)c1cccc(C(F)(F)F)c1 (configuration not stated),-15%,0,5%,7%,-5%,1%,1%,3%,16%,-26,-5%
CCc1cccc(C)c1NC(=O)CO/N=C(\N)CC(=O)NC1CCCCC1,-18%,-12,0%,5%,8%,-6%,11%,-1%,-1%,-3,-2%
CC(C)CCN1CCN(Cc2ccc3nsnc3c2)CC1CCO (configuration not stated),-1%,24,0%,3%,-4%,0%,-3%,-3%,-13%,4,?
CCOc1cccc(C(=O)Nc2cc(-c3nn4c(C)nnc4s3)ccc2C)c1,-11%,-14,2%,-2%,-4%,1%,-1%,0%,3%,-7,-2%
CCc1nnc(NC(=O)C2CCCN(S(=O)(=O)c3ccccc3)C2)s1 (configuration not stated),/,-6,0%,4%,2%,1%,-7%,0%,-7%,-3,-8%
CN(Cc1ccccc1)C(=O)CCC1CCN(S(=O)(=O)N(C)C)CC1,-22%,-3,0%,5%,-2%,-8%,-1%,-1%[11.5 µM],2%,3,-4%
COc1cc(NC(=S)Nc2ccc(S(=O)(=O)N3CCOCC3)cc2)cc(OC)c1OC,9%,-14,1%,-1%,0%,-16%,-2%,-7%,11%,-12,-4%
COC(=O)C1(Cc2cc(-c3ccc([N+](=O)[O-])cc3)no2)CCN(C(=O)OC(C)(C)C)CC1,/,-23,0%,-9%,12%,-10%,/,/,-8%,-33,/
CC(=O)Nc1ccc(SCC(=O)Nc2ccc(Cl)cn2)cc1,3%,-12,2%,4%,13%,21%,-1%,1%,?,3,/
CC(OC(=O)C1CC1)C(=O)Nc1cc(Cl)cc(Cl)c1 (configuration not stated),/,-2,-3%,3%,/,-9%,/,/,-6%,-28,/
COC(=O)CSc1nc(-c2ccc(F)cc2)cc(C(F)(F)F)n1,-20%,16,-2%,-4%,-4%,-10%,-3%,-2%,8%,-20,?
CCSc1nc2ccccc2c(=O)n1-c1c(C)n(C)n(-c2ccccc2)c1=O,-17%,-5,0%,6%,0%,-15%,9%,-1%,-1%,11,-1%
CCN1CCN(C(=O)CCc2nnc(CCCCc3ccccc3)o2)[C@@H](C)C1=O,-8%,-5,5%,-2%,1%,3%,1%,-3%,7%,5,-11%
Cc1ccc(-c2nnc(SCC(=O)N3CCCC3)o2)cc1C,0%,5,3%,4%,4%,10%,1%,-2%,?,-11,-6%
Cc1ccc(C(=O)NCCc2cccs2)cc1,6%,-4,3%,1%,-2%,-4%,-4%,-11%,?,0,-2%
COc1ccc(OC)c(/C(C)=N\NC(=O)c2cc3cc(Cl)ccc3n2C)c1,-1%,2,0%,-5%,1%,-11%,-6%,-2%,-16%,-41,-7%
CCN1CCc2c(OCC(=O)N3N=C(c4cccs4)CC3c3ccc(F)cc3)cccc2C1=O (configuration not stated),-10%,-9,1%,-11%,?,-11%,0%,-6%,-24%,-9,6%
Cc1ccc(C)c(NC(=S)c2ccccn2)c1,1%,-5,4%,-1%,-7%,11%,-2%,-9%,?,-3,15%

# Source: PubChem BioAssay (National Center for Advancing Translational Sciences (NCATS))

# Some of the compounds tested; the hit share may differ from the screen's.
